Compound activity deposited in PubChem BioAssay by National Center for Advancing Translational Sciences (NCATS).
TDP1 block: qHTS Assay for Inhibitors of Tyrosyl-DNA Phosphodiesterase (TDP1) | Potency, µM (highest dose often 130 µM), for the others: at the highest dose activity change, negative = inhibition, actives largely listed as inhibitors | recombinant TDP1, AlphaScreen DNA substrate cleavage | 0.28% of 350,000 active; further: nearly all actives have a fitted effect of over 40% in size
Target sequence (Q9NUW8 whole entry, looked up): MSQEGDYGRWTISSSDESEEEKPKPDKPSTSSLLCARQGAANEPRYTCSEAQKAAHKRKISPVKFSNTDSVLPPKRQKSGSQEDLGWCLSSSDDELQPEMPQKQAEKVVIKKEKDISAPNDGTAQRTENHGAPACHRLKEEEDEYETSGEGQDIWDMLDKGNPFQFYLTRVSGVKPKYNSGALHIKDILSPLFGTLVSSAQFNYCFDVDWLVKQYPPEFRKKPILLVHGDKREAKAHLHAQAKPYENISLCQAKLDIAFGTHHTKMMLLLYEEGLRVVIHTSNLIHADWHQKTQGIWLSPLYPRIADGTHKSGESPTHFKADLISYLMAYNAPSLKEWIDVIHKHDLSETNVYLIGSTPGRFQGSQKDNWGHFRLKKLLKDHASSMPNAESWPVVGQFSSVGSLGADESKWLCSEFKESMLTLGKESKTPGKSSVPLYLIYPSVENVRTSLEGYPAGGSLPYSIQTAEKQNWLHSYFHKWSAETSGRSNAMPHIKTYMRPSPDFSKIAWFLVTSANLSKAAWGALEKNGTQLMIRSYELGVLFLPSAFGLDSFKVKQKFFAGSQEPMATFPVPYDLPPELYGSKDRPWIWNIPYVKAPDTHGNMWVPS
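Here, a 5' biotin and 3' phosphotyrosine-FITC DNA oligonucleotide reports Tdp1 activity: intact substrate bridges AlphaScreen beads, while cleavage leaves a 3' phosphate and drops signal. All incubations at room temperature.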
KAT2A inh: qHTS Assay for Inhibitors of GCN5L2; Potency, µM (highest dose often 58.9 µM), without a hit: top-dose activity change, negative = inhibition, most hits filed as inhibitors; GCN5L2 HAT assay, ThioGlo1 CoA-SH fluorescence; 0.21% of 390,000 active; Histone acetyltransferase KAT2A (Homo sapiens), Q92830; AID 504327, 2011
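Compounds, pin-transferred from DMSO stocks, meet 20nM GCN5L2 for 15 min before the reaction begins with H3(1-25) peptide (75uM) and acetyl-CoA (70uM). Thiol-reactive ThioGlo1 reports CoA release over 20 min at room temperature.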
DT40 TDP1 no CPT: qHTS for Inhibitors of human tyrosyl-DNA phosphodiesterase 1 (TDP1): qHTS in cells in absence of CPT; DT40 Tdp1-/- hTDP1 cells, no CPT, ATP luminescence, 48 h; Potency, µM (titrated, usually from 46.2 µM), for inactives: at the top dose activity change, negative = growth inhibition, hits mostly inhibitors; 15% of 420,000 active; AID 686978, 2013; further: nearly all actives have a fitted effect of over 55% in size
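A cellular qHTS used chicken DT40 cells lacking endogenous Tdp1 but carrying stably transfected human TDP1. Compounds were applied without camptothecin, and cell growth kinetics were judged by ATP-dependent luminescence after ≥48 hr.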
The depositor's hits bear a star; ? = inconclusive; / = not tested or not shown; & = joins results of further samples; [ ] = remark or other dose. The call rests on the fitted dose curve; in most records, active means well fitted curve in the direction sought with a large enough effect; inconclusive means small, poorly fitted or top-dose-only effect, or another doubt; inactive means no such curve, though single readings can be large; an effect the other way counts as inactive or inconclusive. On the % scale 0 is the no-effect control and ±100 the full control effect; potency means the concentration at half of the fitted maximal effect. Only part of the results is shown; count on the stated rates, not on these rows.

Structure | TDP1 block | KAT2A inh | DT40 TDP1 no CPT
Cc1ccc(NC(=O)c2nnn(-c3ccc4c(c3)OCCO4)c2N)cc1 | 1% | -6% | ?
CC(C)c1ccc(NC(=O)NC(C)c2ccc3c(c2)OCO3)cc1 (centres undefined) | 1% | -10% | ?
Cc1ccc(Nc2nc(-c3ccc(O)c(O)c3)cs2)nc1 | 7% | 21% | 1.3µM*
CCN(CC(=O)NC(C)C)Cc1nc2c(Br)cc(Br)cc2c(=O)[nH]1 | 9% | -13% | ?
Clc1ccc(Cn2cc(Br)cn2)cc1Cl | 1% | -6% | -14%
COc1ccc(-c2nc3nc(C)c(Cc4ccccc4)c(=O)n3[nH]2)cc1 | 4% | -7% | -8%
COc1cc2[nH]c(=O)n(CCCCCC(=O)N3CCN(c4ccccc4)CC3)c(=O)c2cc1OC | 6% | -1% | 16µM*
CC(C)CC(NC(=O)C(NC(=O)OC(C)(C)C)C(C)C)C(N)=O (centres undefined) | -1% | 5% | 11%
CC1=NN(c2ccc(S(=O)(=O)O)cc2C)C(=O)C1 | -4% | -3% | -7%
Clc1ccc2nc(COc3ccccc3)[nH]c2c1 | / | -3% | ?
CCCCNC(=S)NNC(=O)c1ccco1 | 5% | -2% | -1%
CC1(C)CCC[C@]2(C)C3CC(=O)O[C@@]3(C)CC[C@H]12 (some centres undefined) | -3%[56.1 µM] | / | ?
CN(Cc1ccccc1)c1ccc(C(CC(N)=O)NC(=O)Cc2cccc3ccccc23)cc1[N+](=O)[O-] (centres undefined) | / | -4% | 2%
O=C1NN(c2cccc(Br)c2)C(=O)/C1=C\c1ccccc1 | / | -5% | -13%
c1ccc(Cn2nnnc2-c2ccco2)cc1 | -3% | -7% | 2%
N#CC1=C(N)N(c2ccccc2)C(c2cccc([N+](=O)[O-])c2)C1(C#N)C#N (centres undefined) | 7% | 1% | 16µM*
Cc1cccc(N2CCN(c3ncnc4c3cnn4-c3ccc(Cl)cc3)CC2C)c1 (centres undefined) | 0% | -3% | ?
CCCCOc1cccc(C(=O)Nc2cc(NC(=O)c3ccco3)ccc2OC)c1 | 10% | -6% | 21µM*
Cc1ccc(S(=O)(=O)Nc2cccc(-n3cnnn3)c2)cc1C | 13% | -6% | -16%
CCOc1ccc(CN(C)C(=O)c2cc(S(=O)(=O)N3CCCC3)ccc2C)cc1 | 0%[56.1 µM] | -8% | ?
COc1ccccc1C(=O)Nc1ccccc1SC | -3% | -5% | ?
CC(C)CN(c1ccccc1)S(=O)(=O)c1nnc(NC(=O)C2CCCCC2)s1 | -3% | -2% | ?
O=C(NC1CCCC1)c1ccc(CS(=O)(=O)Cc2ccccc2Cl)o1 | 2% | -2% | -21%
CCc1nnc(NC(=O)CSc2nc3c(c(=O)n2CC)SC(C)C3)s1 (centres undefined) | 4% | -8% | 12µM*
O=C(CNc1cccc(S(=O)(=O)N2CCOCC2)c1)Nc1ccccc1F | 3% | 2% | 7%
C#CCOCCOCCOCCNc1nc(N2CCN(C(=O)[C@H]([C@@H](C)CC)n3cc([C@@H](N)CO)nn3)CC2)nc(N2CCN(C(=O)[C@H](Cc3ccc(O)cc3)n3cc([C@@H](N)CC(C)C)nn3)CC2)n1 | 3% | 4% | 8%
Cc1ccc2nc(CCc3ccc(N)cc3)[nH]c2c1 | / | 6% | 0%
Cn1nc(C(F)(F)F)c(/C=N/OCc2c(Cl)cccc2Cl)c1Cl | -4% | -1% | -21%
C[C@H]1O[C@@H](O[C@H]2CC[C@@]3(C)C(CC[C@]4(C)C3C=CC3=C5CC(C)(C)CC[C@]5(CO)[C@H](O)C[C@]34C)[C@]2(C)CO)[C@H](O)[C@@H](O[C@@H]2O[C@H](CO)[C@@H](O)[C@H](O)[C@H]2O)[C@H]1O (some centres undefined) | 0% | 0% | -3%
CCc1cccc(NC(=O)c2ccc3c(c2)N(Cc2cccc(Cl)c2)C(=O)c2ccccc2S3=O)c1 (centres undefined) | -4% | -5% | -4%

Structural class: those above containing an aryl thioether with sulfur outside any ring
Structure | TDP1 block | KAT2A inh | DT40 TDP1 no CPT
COc1ccccc1C(=O)Nc1ccccc1SC | -3% | -5% | ?
CCc1nnc(NC(=O)CSc2nc3c(c(=O)n2CC)SC(C)C3)s1 (centres undefined) | 4% | -8% | 12µM*

(listing goes on)
Structure | TDP1 block | KAT2A inh | DT40 TDP1 no CPT
Cc1ccc(NC(=O)CCN2CCC(C)CC2)cc1 | 2% | -2% | 1%
CC1(NC(=O)CCc2nc3sc4c(c3c(=O)[nH]2)CCCC4)CCS(=O)(=O)C1 (centres undefined) | / | ? | -15%
Cc1cc(NC(=O)CSc2nnc(-c3ccco3)n2Cc2ccco2)no1 | 4% | 1% | -13%
O=C(O)c1ccc(NC(=O)c2ccccc2Br)c(NC(=O)c2ccccc2Br)c1 | 5% | -15% | -3%
CCN(CC)c1cc(Cl)nc(N)n1 | 0% | 2% | ?
COc1ccc(OC)c(Cc2nnc(CCC(=O)NC(C3CC3)C3CC3)o2)c1 | -2% | 0% | 0%
CCCCCn1c(=O)[nH]c2cc(C(=O)NCCCN(CC)CC)ccc2c1=O | 4% | -9% | -20%
O=Cc1cn(CC(=O)NCC2CCCO2)c2ccccc12 (centres undefined) | 0% | -1% | -1%
Oc1ccccc1-c1n[nH]c(=S)n1Cc1ccccc1 | / | 3% | -8%
CCCCC(C)n1[nH]c(=O)c2c(C)cc(C)nc21 (centres undefined) | / | 0% | -6%
CCCNc1ncnc2sc(C)c(C)c12 | 0% | -2% | 13µM*
O=C(O)c1ccc(NS(=O)(=O)c2ccc3c(c2)OCCO3)cc1 | 2% | -16% | 6%
CC(C)NS(=O)(=O)c1ccc(NC(=O)C(C)OC(=O)C2CCC2)cc1 (centres undefined) | 0% | 1% | -22%
O=C(c1ccccc1Cl)N(Cc1ccc(Cl)c(Cl)c1)N1C(=O)CCCC1=O | / | -5% | ?
Cc1[nH]c2ccccc2c1C(=O)CSC(=S)N1CCOCC1 | 6% | -8% | -18%
COC(=O)[C@@]1(Cc2ccc(OC)cc2)[C@H]2c3cc(C(=O)N4CCCC4)n(Cc4ccc(S(C)(=O)=O)cc4)c3C[C@H]2CN1C(=O)c1ccccc1 | 12% | / | ?
Cc1cc(-c2ccc(S(=O)(=O)Nc3cc(Cl)ccc3C)s2)on1 | 0% | -3% | 2.9µM*
CCC(C)N(C(=O)Cn1c(=O)cnc2ccccc21)C1CCS(=O)(=O)C1 (centres undefined) | 0% | -5% | -3%
CCn1c(SC)nnc1C1CCN(CC(=O)Nc2ccccc2N2CCOCC2)CC1 | 8% | -2% | ?
C=C1CCN(C(CC(C)C)C(=O)OC)S(=O)(=O)c2ccccc21 (centres undefined) | -3% | -6% | ?
COc1cccc(C2/C(=C(/O)c3cnn(-c4ccccc4)c3C)C(=O)C(=O)N2CCN(C)C)c1OC (centres undefined) | 6% | -2% | -1%
CCN(CC(=O)NCc1cccs1)C(=O)Cc1ccc(Cl)c(Cl)c1 | 0% | -6% | ?
COc1ccc(OCC(=O)Nc2ccc(-c3nc4cc(C)cc(C)c4o3)cc2)cc1 | -2%[12.3 µM] | 5% | -22%
CN(C)CCCN(C(=O)c1ccc(Br)s1)c1nc2cc3c(cc2s1)OCO3 | 3% | -7% | 15µM*
CCOc1nc(C)cc(COC)c1C(N)=O | 1% | 1% | 0%
CNC(=O)c1c(Cl)cnn1-c1ccccc1 | 0% | 6% | -8%
COc1cccc(-c2cc(CC3(O)CCN(CCCc4ccccc4)CC3)on2)c1 | / | -4% | 5%
COc1ccc(-c2cnnn2-c2ccc(NC(=O)c3ccc(S(=O)(=O)N4CCCCC4)cc3)cc2)cc1OC | 0% | -12% | 12µM*
O=C(NNc1cc(Cl)cc(Cl)c1)c1cccs1 | 5% | -1% | 18µM*
Cc1ccc(CSCC(=O)NCc2ccc(F)cc2)cc1 | 2%&-5% | -19%&-8% | 1%&-30%
CN(CC(=O)Nc1ccccc1C(F)(F)F)C(=O)CSCc1ccc(Cl)c(Cl)c1 | -3% | -1% | ?
COc1ccc(N(CC(=O)NC2CCCC2)C(=O)Cn2nnc(-c3ccc(F)cc3)n2)cc1OC | 2% | -2% | -14%
Cc1[nH]c2ccc(C(=O)NCCCN3CCN(C)CC3)cc2c1C | 15% | -5% | 18%
O=C(c1ccccc1NS(=O)(=O)c1ccc(Br)s1)N1CCCC1 | 5% | -5% | -1%
NC(=O)C1CCN(C(=O)C2CCC(=O)N(C3CCCCCC3)C2)CC1 (centres undefined) | 3% | -2% | -8%
CCSc1ccc([C@@H]2[C@H]3C(=O)N(CC)C(=O)[C@H]3[C@]3(C(=O)OC)CCCCN23)cc1OC | 0% | -8% | 16µM*
COc1ccc(N2CCN(C(=O)CN(CCc3ccccc3)S(C)(=O)=O)CC2)cc1 | 2% | -6% | ?
CCCCNC(=O)COC(=O)c1cc(C)oc1C | -2% | 0% | -14%
CC(SCC(=O)Nc1ccccc1)c1nc2ccccc2c(=O)[nH]1 (centres undefined) | 5% | -3% | 2%
N/C(=N\OC(=O)CC1CCCCC1)c1ccncc1 | 7% | -15% | 16%

Among those listed so far, these have two or more sulfur atoms.
Structure | TDP1 block | KAT2A inh | DT40 TDP1 no CPT
CC(C)CN(c1ccccc1)S(=O)(=O)c1nnc(NC(=O)C2CCCCC2)s1 | -3% | -2% | ?
CCc1nnc(NC(=O)CSc2nc3c(c(=O)n2CC)SC(C)C3)s1 (centres undefined) | 4% | -8% | 12µM*
CC1(NC(=O)CCc2nc3sc4c(c3c(=O)[nH]2)CCCC4)CCS(=O)(=O)C1 (centres undefined) | / | ? | -15%
Cc1[nH]c2ccccc2c1C(=O)CSC(=S)N1CCOCC1 | 6% | -8% | -18%
Cc1cc(-c2ccc(S(=O)(=O)Nc3cc(Cl)ccc3C)s2)on1 | 0% | -3% | 2.9µM*
CN(C)CCCN(C(=O)c1ccc(Br)s1)c1nc2cc3c(cc2s1)OCO3 | 3% | -7% | 15µM*
O=C(c1ccccc1NS(=O)(=O)c1ccc(Br)s1)N1CCCC1 | 5% | -5% | -1%

The results go on:
Structure | TDP1 block | KAT2A inh | DT40 TDP1 no CPT
Cc1ccc(CNC(=O)c2cc(=O)c3cc(C)ccc3o2)cc1 | -6% | 4%&-2% | -18%&-25%
O=C(NCc1ccco1)c1cc(-c2ccccc2)nn1CC1CC(c2cccc([N+](=O)[O-])c2)=NO1 (centres undefined) | 5% | -7% | ?
Cn1c(=O)c2c(nc(Br)n2CCc2ccccc2)n(C)c1=O | 1% | 0% | ?
Cc1ccccc1OCC(=O)Nc1ccc(C)c(S(=O)(=O)N2CCCCCC2)c1 | -3%[0.505 µM] | -11% | ?
COc1cc(NC(=O)N2CCNC2=O)cc(C(=O)Nc2cccc(C(F)(F)F)c2)c1 | 6% | -8% | 4.1µM*
Cc1c(Cl)cccc1NC(=O)C(=O)NCC(c1cccnc1)N1CCN(c2ccccc2)CC1 (centres undefined) | 4% | 1% | 21µM*
COc1ccc(/C=C/c2nc(N)nc(-c3ccccc3O)n2)cc1OC | 3% | -10% | ?
O=C(c1ccc2c(c1)OCO2)n1nnc2ccccc21 | 3% | 7% | /
Cc1ccc(N2C(=O)N(CC(=O)Nc3cccc(C)c3C)C(=O)C2C)cc1 (centres undefined) | / | -5% | -27%
O=C(Nc1cccc(Cl)c1)Nn1cnnc1 | 3% | 1% | 22%
CCOC(=O)c1cccc(NC(=O)CSc2nnc(C3CCCCC3)n2CC)c1 | 4% | -1% | ?
Cc1ccc(S(=O)CCNC(=O)Cc2ccc(Cl)cc2)cc1 (centres undefined) | 3% | -5% | -4%
COc1cc(C2C3=C(CC(C)(C)CC3=O)N(C)C3=C2C(=O)CC(C)(C)C3)ccc1O | -21% | -9% | 1%
CCN(CC)S(=O)(=O)c1cccc(-c2nnc(SCC(=O)c3ccc(Cl)s3)n2C)c1 | 4% | -3% | ?
Cc1cc(C(=O)N2CCCC(Nc3ccc(C(C)C)cc3)C2)nn1C (centres undefined) | 6% | ? | -29%
NC(=O)C1CCN(CC(=O)Nc2cc(Cl)ccc2Oc2ccccc2)CC1 | 5% | 1% | ?
CN(C(=O)COc1cc(=O)n(C)c2ccccc12)c1cccc(Cl)c1 | 4% | -4% | ?
CCCCCCOc1ccc(C(=O)n2cnc(N)n2)cc1 | 5% | -1% | -5%
Cc1oc2cc3oc(=O)c4c(c3cc2c1C)CCC4 | 2% | -19% | -20%
COC(=O)c1[nH]c2ccc(Cl)cc2c1NC(=O)Oc1ccccc1 | 2% | -5% | -3%
O=C(O)CCCCn1c(SCc2cc(=O)n3cc(Cl)ccc3n2)nc2ccsc2c1=O | 3% | -7% | ?
